# CD40 NFkB inh: inhibitors of CD40-induced NF-kB signaling, primary screen, BL2 cells, luciferase reporter, single point | CD40L-induced, 4 h | inhibition, % at 10 µM | 83,000 tested, 0.94% active;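 active = mean inhibition of at least 50% with a set share of replicates also reaching that level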;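 also: 0% = neutral control wells and 100% = IKK inhibitor VII at 50 µM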
# The depositor's hits bear a star; & = joins results of further samples; [ ] = remark or other dose. These rows are one share of the data; rates above refer to the full screens.
# Start of the listing, in advance, six compounds:
CD40 NFkB inh	Compound
5[25 µM]	CC(C)CC#Cc1ccc([C@@H]2[C@@H](CO)N3C(=O)CN(S(=O)(=O)c4cccc(F)c4)C[C@@H]23)cc1
-10	C[C@@H](C(=O)Nc1ccc(SC(F)F)cc1)N1C(=O)C2CCCCC2C1=O (some centres not stated)
-25	N#C[C@H]1N[C@H](CO)[C@@H]1c1ccc(C#CC2CCCC2)cc1
1	COCCOC(=O)C1=C(C)NC(SCC(=O)NC(C)(C)C)=C(C#N)C1c1ccco1 (configuration not stated)
-1	C=CCN(C(=O)c1csnn1)C(C(=O)NC(C)(C)C)c1ccncc1 (configuration not stated)
9	COc1ccc(C(=O)NCC2CCCN2S(=O)(=O)c2cccs2)cc1OC (configuration not stated)

# Results (from the top)
CD40 NFkB inh	Compound
5[25 µM]	CC(C)CC#Cc1ccc([C@@H]2[C@@H](CO)N3C(=O)CN(S(=O)(=O)c4cccc(F)c4)C[C@@H]23)cc1
-10	C[C@@H](C(=O)Nc1ccc(SC(F)F)cc1)N1C(=O)C2CCCCC2C1=O (some centres not stated)
-25	N#C[C@H]1N[C@H](CO)[C@@H]1c1ccc(C#CC2CCCC2)cc1
1	COCCOC(=O)C1=C(C)NC(SCC(=O)NC(C)(C)C)=C(C#N)C1c1ccco1 (configuration not stated)
-1	C=CCN(C(=O)c1csnn1)C(C(=O)NC(C)(C)C)c1ccncc1 (configuration not stated)
9	COc1ccc(C(=O)NCC2CCCN2S(=O)(=O)c2cccs2)cc1OC (configuration not stated)
25[25 µM]	O=C(Nc1ccc(F)cc1)N1C[C@@H]2N[C@H](C1)C2c1ccc(/C=C/c2ccccc2)cc1 (some centres not stated)
9	COc1ccc(N2CCN(C(=O)c3cccc(S(=O)(=O)N4CCc5ccccc54)c3)CC2)cc1
5	c1ccc(COC2CCCN(Cc3nc(Cc4ccccc4)no3)C2)cc1 (configuration not stated)
-2	CCOC(=O)c1[nH]c(C)c(C(=O)N2CCOCC2)c1C
-4[25 µM]	C=CCNC(=O)c1cc([N+](=O)[O-])cc2c(=O)[nH]c(Nc3ccc(Cl)c(Cl)c3)nc12
3	CCN(Cc1nc(-c2ccc(OC)cc2)no1)C(=O)c1ccoc1C
2	Cc1nn(-c2ccccc2)c2sc(C(=O)NC3CCCCCCC3)cc12
-7[25 µM]	Cc1noc(C)c1NC(=O)N(C)C[C@H]1Oc2cc(C#CCN(C)C)ccc2S(=O)(=O)N([C@H](C)CO)C[C@@H]1C
9	COc1cccc(CN2CC(C(=O)NCCC3=CCCCC3)CCC2=O)c1 (configuration not stated)
-3	C[C@H]1CN(C)C(=O)c2cc(N(C)C)ccc2O[C@H]1CN(C)C(=O)OC(C)(C)C
-38	Cc1cc(C(F)(F)F)n2nc(-c3cccs3)cc2n1
-16	O=C(NCCC1CC1(Cl)Cl)c1ccc([N+](=O)[O-])cc1 (configuration not stated)
10	COC(=O)c1ccccc1NC(=O)COC(=O)/C=C/c1cccs1
-13	C[C@H]1CN([C@@H](C)CO)C(=O)c2ccccc2-c2ccccc2CO[C@H]1CN(C)S(=O)(=O)c1ccc(C#N)cc1
-1[25 µM]	COc1ccc(-c2cn(CC[C@H]3CC[C@H](NC(=O)c4cnccn4)[C@@H](CO)O3)nn2)cc1
89*	O=C1C(=C(c2ccccc2)N2CCOCC2)Cc2ccccc21
4	CCOc1ccc(C(F)(F)F)cc1NC(C)=O
-4	COC(=O)N(C)C[C@@H]1OCc2ccccc2-c2ccccc2C(=O)N([C@H](C)CO)C[C@H]1C
-12	CN(C)C(CNS(=O)(=O)c1cc([N+](=O)[O-])ccc1Cl)c1ccco1 (configuration not stated)

# Reformatted field by field: entries from further up.
> Cc1cc(C(F)(F)F)n2nc(-c3cccs3)cc2n1
  CD40 NFkB inh: -38

> Cc1nn(-c2ccccc2)c2sc(C(=O)NC3CCCCCCC3)cc12
  CD40 NFkB inh: 2

# Next part.
CD40 NFkB inh	Compound
6	O=C(c1ccc(F)cc1)N1CC(=O)N2[C@H](C1)[C@@H](c1ccc(C#CC3CCCC3)cc1)[C@@H]2CO
3	CC1(c2cccc(Br)c2)NC(=O)N(CC(=O)c2ccc3c(c2)OCCO3)C1=O (configuration not stated)
9	COc1cccc(C(=O)N2CCN(Cc3ccccn3)CC2)c1OC
-10[25 µM]	O=C(Nc1ccccc1)N1CCCCN2[C@@H](CO)[C@@H](c3ccc(Br)cc3)[C@@H]2C1
-6	Cc1ccc(C(=O)OCC(=O)Nc2ccc(N3CCOCC3)cc2)cc1
-12	O=C(Nc1ccc(NC(=O)c2cccs2)cc1)c1ccccc1
-29	O=C(Nc1cccnc1)c1ccc(Br)s1
15	CCOC(=O)N1CCN(C(=O)CN(Cc2ccccc2)S(=O)(=O)c2ccc(OC)c(Cl)c2)CC1
4[25 µM]	N#C[C@@H]1[C@@H](c2ccccc2C2=CCCCC2)[C@H](CO)N1C(=O)c1ccccn1
7	O=C(C1CCCC1)N1CC(=O)N2[C@H](C1)[C@H](c1ccc(-c3cccnc3)cc1)[C@@H]2CO
8	C[C@@H]1CN([C@H](C)CO)C(=O)c2c(c3ccccc3n2C)-c2ccccc2CO[C@H]1CN(C)C(=O)N[C@H](C)c1ccccc1
-1	CC(OC(=O)/C(C#N)=C/c1ccco1)C(=O)N(C)c1ccccc1 (configuration not stated)
93*	C[n+]1c(-c2ccccc2)cc2c(=Cc3ccccc3)c3ccccc3n21
3	CN(C(=O)CSc1nc(N)cc(=O)[nH]1)C1CCCCC1
7	O=C(c1cnn2c(C(F)F)cc(-c3ccccc3)nc12)N1CCc2ccccc21
-7	CCCCNc1nc(CC)c2c(c1C#N)CCCC2
-20	COc1ccc(C=C2OC(=O)C(C(C)=O)=C2O)cc1
1	O=C(NCCc1c[nH]c2ccccc12)OCCSS(=O)(=O)O
6	CC(=O)Nc1ccc(Cl)c(-c2nc3ncccc3o2)c1
0	Cc1nc2ccc(NC(=O)C(F)(F)F)cc2o1
-5	CN(C)CCCN(C(=O)c1ccc(S(=O)(=O)N2CCCCCC2)cc1)c1nc2c(F)cc(F)cc2s1
0	O=C(OCCN=C1NS(=O)(=O)c2ccccc21)C1CC(=O)N(c2ccc(Cl)cc2)C1 (configuration not stated)
25	COc1ccc(S(=O)(=O)N(C)C[C@H]2OCCCC[C@@H](C)Oc3ccc(NC(=O)Nc4ccc(F)cc4)cc3C(=O)N([C@@H](C)CO)C[C@H]2C)cc1
-66	CCn1nnc(NC(=O)c2ccc(-c3ccc(Cl)cc3)o2)n1
10	Cc1cc(NC(=O)CN2C(=O)NC(C)(c3ccc(Cl)cc3)C2=O)no1 (configuration not stated)

# Look-ups from the entries so far:
# CC(OC(=O)/C(C#N)=C/c1ccco1)C(=O)N(C)c1ccccc1 (configuration not stated) @ CD40 NFkB inh: -1
# CC(=O)Nc1ccc(Cl)c(-c2nc3ncccc3o2)c1 @ CD40 NFkB inh: 6
# COc1cccc(C(=O)N2CCN(Cc3ccccn3)CC2)c1OC @ CD40 NFkB inh: 9
# O=C(c1ccc(F)cc1)N1CC(=O)N2[C@H](C1)[C@@H](c1ccc(C#CC3CCCC3)cc1)[C@@H]2CO @ CD40 NFkB inh: 6
# COc1ccc(S(=O)(=O)N(C)C[C@H]2OCCCC[C@@H](C)Oc3ccc(NC(=O)Nc4ccc(F)cc4)cc3C(=O)N([C@@H](C)CO)C[C@H]2C)cc1 @ CD40 NFkB inh: 25
# C[n+]1c(-c2ccccc2)cc2c(=Cc3ccccc3)c3ccccc3n21 @ CD40 NFkB inh: 93*

# (continued)
CD40 NFkB inh	Compound
8	O=C(Nc1cccc2ncccc12)c1ccco1
-16	C[C@H]1CN(C)C(=O)Cc2cc([N+](=O)[O-])ccc2O[C@@H]1CN(C)C(=O)OC(C)(C)C
-12	C[C@H](CO)N1C[C@H](C)[C@H](CN(C)C(=O)c2ccncc2)OCc2ccccc2-c2c(n(C)c3ccccc23)C1=O
15	COCCNc1nc(NCc2ccccc2OC)c2sccc2n1
15	Cc1nc2ncnn2c(C)c1CCC(=O)O
-29	CCc1nnc(NC(=O)Cc2c[nH]c3ccccc23)s1
-2	Cc1ccc(S(=O)(=O)N2CCC(C(=O)OCC(=O)N3CCC(C)CC3)CC2)cc1C
32[25 µM]	Cc1ccccc1-c1ccc([C@H]2[C@@H](CO)N3CCCCN(S(=O)(=O)Cc4ccccc4)C[C@@H]23)cc1
4	O=C1CN(C(=O)COC(=O)C23CC4CC(CC(O)(C4)C2)C3)c2ccccc2N1
-54	O=C(Cn1cnc2c(oc3ccccc32)c1=O)N1CCN(c2ccccc2)CC1
-8	CCOc1ccc(/C=N/NC(=O)c2csc(C)c2C)c(OCC)c1
45	O=C(N/N=C/c1cccc2cccnc12)c1ccccc1O
-7&-17[25 µM]	CN(C)C(=O)c1cccc(-c2ccc(C3[C@H]4CNC[C@@H]3N4Cc3cc(-c4ccccc4)on3)cc2)c1 (some centres not stated)
1	CC(C)CCN(CC(=O)NC(C)(C)C)C(=O)C(=O)Nc1ccc2c(c1)OCCO2
-8[25 µM]	CN(C)CC(=O)N[C@@H]1C=C[C@@H](CC(=O)NCc2ccc(Cl)cc2)O[C@H]1CO
-3	Cc1ccc2nc(-c3ccc(Br)cc3)cc(C(=O)NCC3CCCO3)c2c1 (configuration not stated)
3	O=C(c1ccc(-n2nc(C(F)(F)F)c3c2CCCC3)cc1)N1CCOCC1
6	O=C(C1CCN(S(=O)(=O)c2cccc3nsnc23)CC1)N1CCc2ccccc2C1
2	CCN(CC)S(=O)(=O)c1ccc(C)c(NC(=O)COC(=O)CN2C(=O)NC(C)(C)C2=O)c1
-56	O=C(O)c1cccc(Nc2ncnc3c2cnn3-c2ccccc2)c1
-4	O=C(CN1CCc2ccccc2C1)NC1CCCC1
-6	COc1cc(/C=N/NC(=O)C(Cc2c[nH]c3ccccc23)NC(=O)OCC(C)C)cc([N+](=O)[O-])c1OCc1ccccc1 (configuration not stated)
4	Cc1cccnc1NC(=O)c1ccc(S(=O)(=O)N2CCCCCC2)cc1
-1	COc1ccc(OC)c(/C=N/NC(=O)c2[nH]ncc2Br)c1
7	CCc1ccc(S(=O)(=O)NCC2(N3CCOCC3)CCCCC2)cc1
9	CC(=O)Nc1ccc(S(=O)(=O)NC2Cc3ccccc3C2)cc1
0	CS(=O)(=O)N1CCc2cc(C(=O)N3CCCCC3)ccc21
5	Nc1ccc(S(=O)(=O)c2ccc(N)cc2)cc1
-25	CC(/C=N/NC(=O)NC1CCCCC1)=C\c1ccccc1
-2[25 µM]	CC(=O)N1[C@H](C(=O)NCc2ccccc2Cl)[C@@H](CO)[C@@H]2Cn3c(ccc(-c4cncnc4)c3=O)[C@@H]21
9&-3	CN(C)C(=O)c1ccc(-c2ccc(C3[C@@H]4CN(C(=O)C5CCCC5)C[C@H]3N4)cc2)cc1 (some centres not stated)
-4	CCN(CC(=O)NCc1cccs1)C(=O)CN(C)S(=O)(=O)c1ccc(C)cc1
2	CC(C)(C)n1nc2c(c1NC(=O)CCCc1ccccc1)CS(=O)C2 (configuration not stated)
14	CC(C(=O)Nc1cc(C(F)(F)F)ccc1N1CCOCC1)N1C(=O)C2CCCCC2C1=O (configuration not stated)
-5[25 µM]	Cn1cnc(CCNC(=O)[C@H]2[C@H](CO)[C@H]3Cn4c(cccc4=O)[C@H]3N2C(=O)Nc2ccccc2)c1
20	O=C(O)C1=C(C(=O)O)C2CCC1C2
-2[25 µM]	C[C@H]1CN([C@@H](C)CO)C(=O)c2cc(-c3cccc(C#N)c3)cnc2O[C@H]1CN(C)C(=O)C1CCCCC1
11	Cc1ccc(-c2nc(C)sc2CC(=O)OCC(=O)Nc2c(F)cccc2F)cc1
4	C1CCCCCC2(CCCCC1)OCC(CN1CCOCC1)O2 (configuration not stated)
3	O=C(COC(=O)COc1cccc(C(F)(F)F)c1)NC1CCS(=O)(=O)C1 (configuration not stated)
9[25 µM]	C/C=C/c1ccc([C@@H]2[C@@H](CN(C(=O)COC)C(C)C)N(C(C)=O)[C@H]2CO)cc1
18	O=S(c1ccsc1)c1ccsc1
-7	Cc1ccc(NC(=O)C(=O)NNC(=O)c2cccs2)cc1
-15	COc1ccccc1C(=O)Nc1ccc(OCC(=O)N2C(C)CCCC2C)cc1 (configuration not stated)
-56	CN(C(=O)c1ccc2c(Cl)c3c(nc2c1)CCC3)c1ccccc1
2	CCC(C)(C)n1nnnc1C(c1cccs1)N1CCCCC1 (configuration not stated)
-6	C[C@@H]1CN([C@@H](C)CO)C(=O)c2c(c3ccccc3n2C)-c2ccccc2CO[C@@H]1CN(C)S(=O)(=O)c1cccc(C#N)c1
-16	Cc1nc(C)c(C(=O)OCC(=O)NCc2ccccc2Cl)s1
-6	CCCCOC(=O)Cn1c(=O)oc2ccc(C)cc21
-80	O=C(Nc1nc2ccccc2s1)c1ccc(F)cc1

# Next part:
CD40 NFkB inh	Compound
3	CCCCCN(C(=O)CCC(=O)OCc1cccc(F)c1)c1c(N)n(CCCC)c(=O)[nH]c1=O
2	COc1cc(/C=C/C(=O)OCC(=O)NCc2ccc3c(c2)OCO3)cc(OC)c1OC
6	CNc1ccc(OC)cc1-n1cnc(-c2ccc([N+](=O)[O-])cc2)c1
-5[25 µM]	CN(C)CC(=O)N1CCCCN2[C@H](CO)[C@@H](c3ccc(-c4cncnc4)cc3)[C@H]2C1
18	Cc1nnc(SCC(=O)N(CC(C)C)c2c(N)n(CC(C)C)c(=O)[nH]c2=O)n1-c1ccccc1
-1	N#CCCN(C(=O)COC(=O)C1CCN(S(=O)(=O)c2ccc3c(c2)OCCO3)CC1)c1ccccc1
21	CC1(C)C[C@@H](O)CC2(C1)C[C@]1(C)CC(O)[C@H]2C(C)(C)C1 (some centres not stated)
15	COCCN(C(=O)COC(=O)CC(C)c1ccccc1)c1c(N)n(Cc2ccccc2)c(=O)[nH]c1=O (configuration not stated)
5	COc1ccc(N2CCN(C(=O)c3ccc(S(=O)(=O)N4CCOCC4)cc3)CC2)cc1
-22	Cc1cccnc1NC(=O)CSc1ccc2c(c1)OCCO2
1	Cc1cc2nnc(SCC(=O)N(C)C3CCS(=O)(=O)C3)n2c2ccccc12 (configuration not stated)
-21	CCc1ccc(N2C(=O)Cc3c2nc(N)c(C#N)c3N)cc1
-3	O=C(CSc1nc2c(oc3ccccc32)c(=O)n1CC1CCCO1)NCc1ccc(F)cc1 (configuration not stated)
7	CCOC(=O)C1CCN(C(=O)C2CC(=O)N(c3ccc(C)cc3)C2)CC1 (configuration not stated)
